# Screening results deposited in PubChem BioAssay by National Center for Advancing Translational Sciences (NCATS).
# D1 ag = activates the human D1 dopamine receptor. P21728. HEK293 T-REx D1 cells, calcium flux, agonist mode. activation, % at 2 µM. actives 1% (n = 360,000); in the data active means activation above about 30%; further: 0% is about no effect
# Target sequence (P21728 whole entry, looked up): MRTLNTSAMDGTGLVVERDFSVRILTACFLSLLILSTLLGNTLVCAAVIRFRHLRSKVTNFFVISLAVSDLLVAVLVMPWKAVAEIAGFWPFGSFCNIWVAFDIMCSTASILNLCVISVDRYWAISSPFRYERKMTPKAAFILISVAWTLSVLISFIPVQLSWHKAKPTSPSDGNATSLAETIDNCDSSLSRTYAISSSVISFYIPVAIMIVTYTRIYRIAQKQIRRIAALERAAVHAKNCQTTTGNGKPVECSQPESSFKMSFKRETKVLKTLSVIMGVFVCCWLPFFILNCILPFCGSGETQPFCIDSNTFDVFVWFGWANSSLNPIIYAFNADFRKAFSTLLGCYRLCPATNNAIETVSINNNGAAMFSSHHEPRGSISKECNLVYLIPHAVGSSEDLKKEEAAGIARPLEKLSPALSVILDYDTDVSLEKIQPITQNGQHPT
#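 Inducible HEK293 T-REx D1 cells, force-coupled to calcium signalling, were plated at 4000 cells/well with tetracycline and held overnight at 30 C. After no-wash calcium dye loading, compound-evoked calcium rise over 180 s flagged agonists.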
# Vif-A3F inh = blocks the Vif interaction with APOBEC3F. HeLa A3F-eYFP + Vif (tagged APOBEC3F with the HIV-1 protein that degrades it), YFP fluorescence increase. Potency, µM (highest dose often 46.1 µM), for the others: at the top dose activity, negative = active. actives 0.2% (n = 390,000); further: potency means the concentration at half of the fitted maximal effect; % of control where 0% means no effect; nearly all actives have a fitted effect of over 65% in size
#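 Fluorescence increase (Ex 488/Em 500-530) after overnight compound treatment at 37 deg C flags inhibition of Vif-driven A3F-eYFP loss in stable HeLa A3F-eYFP/Vif cells seeded overnight beforehand.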
# D2 potentiator = positive allosteric modulators of human D2 dopamine receptor; P14416; HEK293 T-REx D2, calcium flux, EC20 dopamine potentiation; potentiation, % at 10 µM; actives 0.34% (n = 340,000); AID 485347;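 active means potentiation over 3 SD above the plate norm, cut at about 30% in these data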; further: 0% is about no effect
# Target sequence (P14416 whole entry, looked up): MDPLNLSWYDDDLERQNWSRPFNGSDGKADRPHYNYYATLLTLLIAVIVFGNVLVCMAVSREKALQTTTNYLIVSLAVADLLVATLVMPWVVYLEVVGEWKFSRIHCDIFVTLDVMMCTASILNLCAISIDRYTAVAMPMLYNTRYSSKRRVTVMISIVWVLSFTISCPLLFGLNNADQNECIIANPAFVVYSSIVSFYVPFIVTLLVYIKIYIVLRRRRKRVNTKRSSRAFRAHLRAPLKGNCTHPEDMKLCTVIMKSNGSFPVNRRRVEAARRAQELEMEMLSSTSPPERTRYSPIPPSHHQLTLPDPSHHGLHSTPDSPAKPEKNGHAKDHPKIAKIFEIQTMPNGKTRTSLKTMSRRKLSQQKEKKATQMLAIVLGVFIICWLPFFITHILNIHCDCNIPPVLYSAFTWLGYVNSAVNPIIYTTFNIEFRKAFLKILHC
#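 Calcium flux readout, no-wash dye, 1 read/s. Inducible HEK293 Trex D2 line, overnight 30 C. Compound alone 180 s (agonist flags), then EC20 dopamine, another 180 s to score potentiation.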
# RXFP1 antagonist = RXFP1 (human) relaxin receptor antagonism. activity change, negative = inhibition, % at 57.5 µM. HEK293-RXFP1, relaxin-stimulated cAMP HTRF, 30 min; stronger effect = lower value. AID 1259400. Q9HBX9. actives 0.59% (n = 350,000);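 active means activity change of -60% or lower, but not beyond a set lower limit; inconclusive means change between -60% and -40%, or beyond the set limit; inactive means change above -40%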; further: on the % scale 0 is the no-effect control and ±100 the full control effect
# Vif-APOBEC3G blk = blocks the Vif interaction with human APOBEC3G; HeLa A3G-eYFP + Vif (tagged APOBEC3G with the HIV-1 protein that degrades it), YFP fluorescence, overnight; Potency, µM (titrated, usually from 46.1 µM), for inactives: at the highest dose activity, negative = active, actives largely listed as inhibitors; actives 0.076% (n = 410,000); AID 602310;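 further: potency means the concentration at half of the fitted maximal effect; on the % scale 0 is the no-effect control and ±100 the full control effect; nearly all actives have a fitted effect of over 60% in size; hits raise eYFP signal because A3G escapes Vif-driven loss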
#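 Read-out is eYFP fluorescence (Ex 488/Em 500-530) from Vif-expressing HeLa A3G-eYFP cells; more signal means A3G escaped Vif-mediated degradation. Cells plated overnight, compound pinned in, incubated overnight at 37 deg C.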
# RXFP1 agonist = agonists of human relaxin receptor RXFP1 | HEK293T-RXFP1 cAMP TR-FRET, 30 min; response scale: percent of porcine relaxin response, buffer zero | actives 0.3% (n = 370,000) | Potency, µM (doses to about 57.5 µM), inactives show at the highest dose activation, usual class: activators | Q9HBX9; further: potency means the concentration at half of the fitted maximal effect; on the % scale 0 is the no-effect control and ±100 the full control effect; nearly all actives have a fitted effect of over 60% in size; many of its hits are not listed in these tables
#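 cAMP rise read by TR-FRET after 30 min, 37C compound exposure (up to 58 uM) in RXFP1-transfected HEK293 cells with Ro 20174 present. EC50 from Hill-equation fits, with 29 nM porcine relaxin as 100% and buffer as basal.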
# D1 antagonist = human D1 dopamine receptor antagonism. HEK293 TREx D1 cells, calcium flux, dopamine EC80; stronger effect = lower value. activity change, negative = inhibition, % at 10 µM. actives 3.2% (n = 360,000). AID 504652; in the data active means activity change below about -30%; further: on the % scale 0 is the no-effect control and ±100 the full control effect
#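 Antagonism measured as reduced calcium response to an EC80 dopamine addition following 180 s compound pre-read; cells were inducible HEK293 Trex D1 plated overnight at 30 C, read kinetically at 1 cycle/sec.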
# D1 PAM = human D1 dopamine receptor positive modulation | P21728 | HEK293 TREx D1 cells, calcium flux, dopamine EC20 potentiation | potentiation, % at 10 µM | actives 0.036% (n = 360,000) | AID 504651; in the data active means potentiation above about 30%; further: 0% is about no effect
# GRP78 ERSR act = ER stress response induction in glioma; U87-MG GRP78 promoter luciferase reporter, 16 h; Potency, µM, inactives show at the highest dose activation, hits mostly activators; actives 0.02% (n = 420,000); further: potency means the concentration at half of the fitted maximal effect; series mostly up to about 76 µM; % of control where 0% means no effect; nearly all actives have a fitted effect of over 35% in size
#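 Stably transfected U87-MG human glioma cells carrying a GRP78-based luminescent sensor were seeded at 1000 cells/well, pin-dosed with compounds and incubated 16 h. Luciferase reagent was then added, and end-point luminescence was read after 10 min at room temperature.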
# Active calls of the source: *; ? = inconclusive; · = not tested or not shown. Unless noted, the call rests on the fitted dose curve; in most records, active means well fitted curve in the direction sought with a large enough effect; inconclusive means small, poorly fitted or top-dose-only effect, or another doubt; inactive means no such curve, though single readings can be large; an effect the other way counts as inactive or inconclusive.
SMILES,D1 ag,Vif-A3F inh,D2 potentiator,RXFP1 antagonist,Vif-APOBEC3G blk,RXFP1 agonist,D1 antagonist,D1 PAM,GRP78 ERSR act
Cc1ccc(NC(=O)C2CCN(c3nc(C)cc(C)n3)CC2)cc1,3,-1%,-6,2,1%,-0.1%,-5,-6,-1%
Cc1onc(-c2c(Cl)cccc2Cl)c1C(=O)NNC(=O)c1c(-c2c(Cl)cccc2Cl)noc1C,2,0%,-4,-7,-3%,2.5%,5,-1,-2%
Cc1ccc(OCC(=O)N2CCCCC2)c(Br)c1,0,5%,-2,19,-5%,-0.1%,17,2,6%
CC1CCCCC1NC(=O)C1CCN(S(=O)(=O)N2CCOCC2)CC1 (stereo not drawn),1,-10%,3,6,3%,2.0%,-3,-5,5%
Cc1cccc2cc3c(nc12)-c1ccccc1C3=O,0,-6%,-5,-10,2%,-0.3%,21,6,5%
NNC(=O)c1cc2sccc2s1,-1,-6%,·,8,?,1.4%,-36*,-6,5%
O=C(NCCc1ccccc1)C(=O)NCC(c1ccco1)S(=O)(=O)c1cccs1 (stereo not drawn),-2,-7%,3,8,0%,1.4%,·,3,-1%
Cc1cccc(C)c1NC(=O)CNCC(=O)N(C)C,2,-27%,4,-1,-1%,4.3%,21,3,-3%
O=C(CCl)NC(=O)NC12CC3CC(CC(C3)C1)C2,1,6%,1,-15,1%,-0.3%,-12,-10,-12%
CCN(Cc1ccncc1)C(=O)c1cc(COc2ccc(F)cc2F)on1,11,-3%,-7,19,6%,0.5%,-23,-6,-5%
Cc1ccccc1NC(=O)C(C)OC(=O)c1ccccc1C(=O)N(C)c1ccccc1 (stereo not drawn),4,7%,15,-2,-7%,0.1%,-10,-1,-4%
COc1ccc(-c2ocnc2C(=O)N2CCN(C(c3ccccc3)c3ccccc3)CC2)cc1,4,4%,·,-36,-4%,-1.9%,6,-1,-2%
O=C(N/N=C/c1ccccn1)c1ccc(NC(=O)c2cccc([N+](=O)[O-])c2)cc1,2,-31%,15,-8,0%,-2.4%,-11,-6,1%
COC(=O)c1ccc(CN2C(=O)NC3(CCC(C)CC3)C2=O)cc1 (stereo not drawn),1,9%,-5,20,-1%,2.8%,-27,-4,12%
Cc1cc(C)c(C#N)c(SCc2ccc(C#N)cc2)n1,5,-5%,0,-5,-2%,1.9%,0,-7,-4%
CC(=O)N(Cc1ccccn1)Cc1ccco1,0,5%,9,3,3%,-0.3%,-1,-4,-4%
O=C(NCc1ccccc1)NC(=O)c1ccccc1F,-1,-4%,9,-7,0%,1.5%,-23,10,2%
Cc1cc(C)nc(SCC(=O)Nc2ccc(N3CCOCC3)c(Cl)c2)n1,13,6%,19,-1,0%,1.2%,-21,1,-2%
O=C(COc1ccccc1)N(Cc1ccco1)c1ccc(O)cc1,1,11%,-5,-1,-5%,-0.1%,5,-1,-4%
C=CCNc1oc(/C=C/c2ccccc2)nc1C#N,1,-6%,0,-9,1%,19%,8,-8,6%
Cc1noc(C)c1COc1ccc(C(=O)OCC(=O)NCCN2C(=O)CSC2=O)cc1,3,6%,·,-2,3%,-0.5%,5,0,2%
CCOc1ccc(NC(=O)CN(c2ccc(C)cc2)S(=O)(=O)c2c(C)nn(C)c2C)cc1,2,0%,-7,-6,0%,3.5%,4,10,-5%
C[N+]1(CCCCSc2ccc(O)cc2)CCCCC1,3,-3%,4,-11,2%,1.5%,10,-1,-3%
Cc1ccc(N(C)S(=O)(=O)c2ccc(C)cc2)cc1,-1,-3%,-2,-1,-1%,-3.3%,-1,-4,-1%
Fc1cccc(Cc2noc(CN3CCCCC3c3ccccn3)n2)c1 (stereo not drawn),1,-8%,-12,6,-2%,3.2%,-5,-4,-1%

# An excerpt from above in order of the Vif-APOBEC3G blk value, rising:
Structure | D1 ag | D2 potentiator | RXFP1 antagonist | Vif-APOBEC3G blk | RXFP1 agonist | D1 antagonist | D1 PAM
Cc1onc(-c2c(Cl)cccc2Cl)c1C(=O)NNC(=O)c1c(-c2c(Cl)cccc2Cl)noc1C | 2 | -4 | -7 | -3% | 2.5% | 5 | -1
Cc1cc(C)c(C#N)c(SCc2ccc(C#N)cc2)n1 | 5 | 0 | -5 | -2% | 1.9% | 0 | -7
Cc1cc(C)nc(SCC(=O)Nc2ccc(N3CCOCC3)c(Cl)c2)n1 | 13 | 19 | -1 | 0% | 1.2% | -21 | 1
C=CCNc1oc(/C=C/c2ccccc2)nc1C#N | 1 | 0 | -9 | 1% | 19% | 8 | -8

# (next part)
SMILES,D1 ag,Vif-A3F inh,D2 potentiator,RXFP1 antagonist,Vif-APOBEC3G blk,RXFP1 agonist,D1 antagonist,D1 PAM,GRP78 ERSR act
CCCCCCOc1ccc(C(CC(=O)NC)C(=O)O)cc1 (stereo not drawn),3,4%,-1,6,10%,0.9%,-2,1,0%
CCCCc1nnc(NC(=O)C23CC4CC(CC(NC(C)=O)(C4)C2)C3)s1,2,0%,12,5,0%,-2.5%,2,0,-4%
Cc1ccccc1OCC(O)Cn1c(=N)n(Cc2ccccc2)c2ccccc21 (stereo not drawn),45*,4%,-22,-37,2%,8.8%,-38*,-16,-15%
CS(=O)(=O)N(CC(=O)Nc1ccc(Br)cc1F)C1CCCCC1,-1,0%,2,0,-9%,0.7%,-1,-6,0%
CC(C)C(NS(=O)(=O)c1cccc2nsnc12)C(=O)NCc1ccc2c(c1)OCO2 (stereo not drawn),0,0%,-3,·,3%,-0.2%,-8,7,-3%
O=C(CCS(=O)(=O)c1ccccc1)Nc1cccc(-c2nc3ccccc3s2)c1,9,1%,2,?,-12%,-5.5%,-1,-10,-6%
O=C(Cn1nc(C(F)(F)F)c2c1CCCCC2)N1CCOCC1,6,-3%,-9,0,-3%,-0.1%,-5,1,-7%
COc1ccccc1S(=O)(=O)N1CCNC(=O)C1,·,-13%,·,-10,5%,·,·,·,-3%
COc1ccc(Nc2nc(Nc3ccc(OC)cc3OC)nc(N3CCN(C)CC3)n2)c(OC)c1,9,5%,0,3,-8%,1.3%,3,-6,-1%
Cc1cc(NS(=O)(=O)c2ccc(NC(=O)Nc3ccc4c(c3)OCO4)cc2)no1,2,-4%,3,20,0%,2.9%,-16,-4,7%
CC1Cc2ccccc2N1C(=O)COC(=O)Cn1nnc(-c2ccccc2)n1 (stereo not drawn),21,·,16,8,0%,-0.3%,-16,-5,-3%
O=[N+]([O-])c1ccc(CSc2ccc(S(=O)(=O)N3CCCCCC3)cn2)cc1,14,1%,-7,-1,-1%,0.3%,-14,0,-3%
CCCCNC(=O)CSC1=Nc2ccccc2C2=NC(CCC(=O)NCc3ccccc3OC)C(=O)N12 (stereo not drawn),0,3%,15,-5,-7%,5.7%,2,-2,-2%
CCCN1C(=O)c2[nH]nc(-c3cccc(OC)c3)c2C1c1ccccn1 (stereo not drawn),1,7%,-23,2,-1%,0.3%,0,2,-1%
O=C(Nc1ccc2c(c1)C(=O)NC2=O)c1cccc(C(F)(F)F)c1,2,-2%,·,·,-2%,-1.2%,0,-6,0%
O=C(CCNS(=O)(=O)c1ccccc1)NCC1CCCCC1,1,8%,4,1,-7%,-0.2%,-4,-4,-2%
Cc1nc2ccccc2nc1N1CCOCC1,0,0%,1,-2,-7%,-0.3%,-2,-1,-1%
O=C(c1cnn2c(C(F)(F)F)cc(-c3ccco3)nc12)N1CCc2ccccc2C1,-4,2%,20,-4,0%,2.1%,24,2,-2%
COc1ccc(-c2nc(-c3cccs3)c(-c3cccs3)[nH]2)cc1OC,0,5%,-4,10,3%,7.9%,-4,0,-5%
O=C(O)[C@@H](O)c1ccccc1,-1,-5%,14,·,-2%,0.9%,-12,3,-3%
CCOC(=O)C1=C(COC(=O)Cc2ccc(OC)c(OC)c2)NC(=O)NC1C (stereo not drawn),-1,0%,5,-8,-3%,-0.7%,27,-4,-4%
O=C(NNC1=NCCC1)C1CC1,4,-33%,-4,-5,-1%,-0.9%,6,-4,-3%
CC1=CC(C)(C)N=C(Nc2nc(C)c3cc(C)cc(C)c3n2)N1,0,?,-20,-8,6%,-1.3%,-3,-6,-7%
O=S(=O)(Nc1cccc(S(=O)(=O)N2CCCC2)c1)c1ccc(Cl)s1,2,1%,7,-5,-10%,0.9%,-1,0,1%
CCCCN(C)CCNC(=O)c1cc2c(-c3ccccc3F)nn(C)c2s1,2,1%,-16,-15,4%,0.9%,-7,2,-3%
CC(C)(C)N1C(=O)[C@H]2[C@@H](c3ccc(Br)cc3)N3C(=O)N(c4cccc(F)c4)C(=O)[C@@]3(Cc3ccccc3)[C@H]2C1=O,4,4%,-3,·,-1%,3.2%,3,-1,-3%
Cc1ccccc1OCc1n[nH]c(=S)n1-c1cccc(Cl)c1,6,-12%,-9,-5,-1%,0.4%,-14,-6,-1%

# Single records, from the list above. Order of screens: D1 ag	Vif-A3F inh	D2 potentiator	RXFP1 antagonist	Vif-APOBEC3G blk	RXFP1 agonist	D1 antagonist	D1 PAM	GRP78 ERSR act
# Results for O=C(NCc1ccccc1)NC(=O)c1ccccc1F : -1	-4%	9	-7	0%	1.5%	-23	10	2%
# Results for O=C(NCCc1ccccc1)C(=O)NCC(c1ccco1)S(=O)(=O)c1cccs1 (stereo not drawn) : -2	-7%	3	8	0%	1.4%	·	3	-1%
# Results for O=C(CCS(=O)(=O)c1ccccc1)Nc1cccc(-c2nc3ccccc3s2)c1 : 9	1%	2	?	-12%	-5.5%	-1	-10	-6%
# Results for Cc1ccccc1OCC(O)Cn1c(=N)n(Cc2ccccc2)c2ccccc21 (stereo not drawn) : 45*	4%	-22	-37	2%	8.8%	-38*	-16	-15%

# Compounds from the list above with bromine:
SMILES,D1 ag,Vif-A3F inh,D2 potentiator,RXFP1 antagonist,Vif-APOBEC3G blk,RXFP1 agonist,D1 antagonist,D1 PAM,GRP78 ERSR act
Cc1ccc(OCC(=O)N2CCCCC2)c(Br)c1,0,5%,-2,19,-5%,-0.1%,17,2,6%
CS(=O)(=O)N(CC(=O)Nc1ccc(Br)cc1F)C1CCCCC1,-1,0%,2,0,-9%,0.7%,-1,-6,0%
CC(C)(C)N1C(=O)[C@H]2[C@@H](c3ccc(Br)cc3)N3C(=O)N(c4cccc(F)c4)C(=O)[C@@]3(Cc3ccccc3)[C@H]2C1=O,4,4%,-3,·,-1%,3.2%,3,-1,-3%

# An excerpt, so the mix of outcomes need not match the whole.
